# Bioassay records as filed in PubChem.
# RXFP1 antag: blocks the human relaxin receptor RXFP1; Q9HBX9; HEK293-RXFP1, relaxin-stimulated cAMP HTRF, 30 min; stronger effect = lower value; activity change, negative = inhibition, % at 57.5 µM; actives 0.59% (n = 350,000);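 active = activity change of -60% or lower, but not beyond a set lower limit; inconclusive = change between -60% and -40%, or beyond the set limit; inactive = change above -40%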; also: % is scaled to controls: 0 for no effect and ±100 for the full control effect
# Target sequence (Q9HBX9 whole entry, looked up): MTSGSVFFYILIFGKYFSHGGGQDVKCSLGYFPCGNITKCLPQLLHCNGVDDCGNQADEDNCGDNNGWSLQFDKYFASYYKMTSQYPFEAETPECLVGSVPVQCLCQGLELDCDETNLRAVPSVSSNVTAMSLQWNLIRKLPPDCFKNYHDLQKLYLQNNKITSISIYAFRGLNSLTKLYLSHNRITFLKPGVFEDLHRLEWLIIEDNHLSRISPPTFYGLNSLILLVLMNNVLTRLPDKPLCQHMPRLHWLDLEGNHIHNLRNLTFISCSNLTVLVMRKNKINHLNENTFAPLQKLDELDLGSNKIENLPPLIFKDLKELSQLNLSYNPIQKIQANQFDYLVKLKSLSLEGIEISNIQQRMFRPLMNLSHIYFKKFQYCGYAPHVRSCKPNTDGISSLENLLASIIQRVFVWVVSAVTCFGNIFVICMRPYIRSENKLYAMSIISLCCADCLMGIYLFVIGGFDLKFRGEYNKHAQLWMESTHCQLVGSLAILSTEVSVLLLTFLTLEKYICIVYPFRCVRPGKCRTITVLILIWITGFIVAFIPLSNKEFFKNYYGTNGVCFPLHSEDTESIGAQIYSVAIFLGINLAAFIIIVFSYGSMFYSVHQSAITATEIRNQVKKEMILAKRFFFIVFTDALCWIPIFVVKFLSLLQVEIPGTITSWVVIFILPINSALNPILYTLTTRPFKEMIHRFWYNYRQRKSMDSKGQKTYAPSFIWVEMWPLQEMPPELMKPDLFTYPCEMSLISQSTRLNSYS
# GRP78 ERSR act: inducers of ER stress response in human glioma cells; AID 602332; actives 0.02% (n = 420,000); Potency, µM, for inactives: at the top dose activation, most hits filed as activators; U87-MG GRP78 promoter luciferase reporter, 16 h; also: potency is read from the fitted curve at half-maximal effect; series mostly up to about 76 µM; % of control where 0% means no effect; nearly all actives have a fitted effect of over 35% in size
#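 ERSR induction read as luciferase luminescence (Bright-Glo, 10 min at room temperature) in stably transfected human U87-MG glioma cells exposed to compounds for 16 h, using GRP78 as sensor.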
# Vif-A3G inh: blocks the Vif interaction with human APOBEC3G | HeLa A3G-eYFP + Vif (tagged APOBEC3G with the HIV-1 protein that degrades it), YFP fluorescence, overnight | Potency, µM (top dose mostly 46.1 µM), for inactives: at the highest dose activity, negative = active, hits mostly inhibitors | actives 0.076% (n = 410,000) | AID 602310;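 also: potency is read from the fitted curve at half-maximal effect; % is scaled to controls: 0 for no effect and ±100 for the full control effect; nearly all actives have a fitted effect of over 60% in size; hits raise eYFP signal because A3G escapes Vif-driven loss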
#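 Read-out is eYFP fluorescence (Ex 488/Em 500-530) from Vif-expressing HeLa A3G-eYFP cells; more signal means A3G escaped Vif-mediated degradation. Cells plated overnight, compound pinned in, incubated overnight at 37 deg C.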
# D1 antag: blocks dopamine activation of the human D1 receptor | P21728 | HEK293 TREx D1 cells, calcium flux, dopamine EC80; stronger effect = lower value | activity change, negative = inhibition, % at 10 µM | actives 3.2% (n = 360,000) | AID 504652; in the data active = activity change below about -30%; also: % is scaled to controls: 0 for no effect and ±100 for the full control effect
#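 Kinetic fluorescence of a calcium dye serves as the read-out. D1-expressing Hek293 Trex cells, induced overnight at 30 C, are exposed to compound for 180 s before an EC80 dopamine addition, then read 180 s further.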
# D2 PAM: D2 dopamine receptor (human) potentiation; P14416; potentiation, % at 10 µM; actives 0.34% (n = 340,000); HEK293 T-REx D2, calcium flux, EC20 dopamine potentiation;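 active = potentiation over 3 SD above the plate norm, cut at about 30% in these data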; also: 0% is about no effect
#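 Cells plated with tetracycline inducer and held overnight at 30 C; calcium dye loaded 30–90 min at room temperature; baseline taken, compound added and read 180 s; EC20 dopamine then added and read 180 s.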
# RXFP1 ag: activates the human relaxin receptor RXFP1; Potency, µM (series often up to 57.5 µM), without a hit: top-dose activation, most hits filed as activators; AID 2676; actives 0.3% (n = 370,000); HEK293T-RXFP1 cAMP TR-FRET, 30 min; response scale: percent of porcine relaxin response, buffer zero; Q9HBX9; also: potency is read from the fitted curve at half-maximal effect; % is scaled to controls: 0 for no effect and ±100 for the full control effect; nearly all actives have a fitted effect of over 60% in size; many of its hits are not listed in these tables
#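 Agonist response is measured as cAMP accumulation in an RXFP1-transfected HEK293T line under PDE4 inhibition. Values are scaled between buffer-only and 29 nM porcine relaxin, and EC50s come from standard Hill equation fits.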
# D1 potentiator: enhances dopamine response at the human D1 receptor; P21728; HEK293 TREx D1 cells, calcium flux, dopamine EC20 potentiation; potentiation, % at 10 µM; actives 0.036% (n = 360,000); in the data active = potentiation above about 30%; also: 0% is about no effect
# D1 agonist: human D1 receptor agonism. P21728. HEK293 T-REx D1 cells, calcium flux, agonist mode. activation, % at 2 µM. actives 1% (n = 360,000); in the data active = activation above about 30%; also: 0% is about no effect
#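 Agonism was scored from calcium flux recorded over 180 s (1 read/s) after pintool compound addition, following a 10-cycle baseline. Cells were inducible force-coupled HEK293 TREx D1, plated overnight at 30 C and loaded with no-wash calcium dye.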
# Vif-A3F inh: Vif-A3F binding inhibition; HeLa A3F-eYFP + Vif (tagged APOBEC3F with the HIV-1 protein that degrades it), YFP fluorescence increase; Potency, µM (titrated, usually from 46.1 µM), for the others: top-dose activity, negative = active; actives 0.2% (n = 390,000); also: potency is read from the fitted curve at half-maximal effect; % of control where 0% means no effect; nearly all actives have a fitted effect of over 65% in size
#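 Fluorescence increase (Ex 488/Em 500-530) after overnight compound treatment at 37 deg C flags inhibition of Vif-driven A3F-eYFP loss in stable HeLa A3F-eYFP/Vif cells seeded overnight beforehand.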
# An asterisk follows results filed as active; ? = inconclusive; . = not tested or not shown. Unless noted, calls follow the shape of the dose curve; as a rule, active = well fitted curve in the direction sought with a large enough effect; inconclusive = small, poorly fitted or top-dose-only effect, or another doubt; inactive = no such curve, though single readings can be large; an effect the other way counts as inactive or inconclusive.
SMILES,RXFP1 antag,GRP78 ERSR act,Vif-A3G inh,D1 antag,D2 PAM,RXFP1 ag,D1 potentiator,D1 agonist,Vif-A3F inh
O=C1CN(C(=O)c2cccc([N+](=O)[O-])c2)CC(=O)N1,2,-3%,-6%,9,11,-0.4%,-11,4,-9%
Cc1noc(C)c1S(=O)(=O)NCc1ccc2c(c1)OCO2,6,-1%,5%,7,6,1.1%,0,4,4%
O=C1CCCN1CCCN1CC(C(=O)N(CCO)Cc2ccccc2)CCC1=O (configuration not stated),-4,-1%,-1%,-5,2,0.2%,-1,1,0%
Cn1c(CCC(=O)Nc2ccccc2F)nnc1SCC(=O)Nc1ccccc1Cl,4,-2%,1%,7,6,2.1%,0,1,7%
COc1cc(-c2ccno2)ccc1S(=O)(=O)N1CCN(c2cccc(Cl)c2)CC1,1,-1%,-1%,6,.,0.8%,-3,3,1%
O=C(NCCCn1cccn1)c1cc(COc2ccc(F)cc2Cl)on1,5,1%,1%,-17,.,-2.2%,3,-1,-1%
Cc1cc(NC(=O)COc2cccc(Oc3ccccc3)c2)no1,-12,-7%,?,-14,15,1.9%,-7,4,-11%
Cc1cc(S(=O)(=O)N2CCCC(N(C)CCc3ccccn3)C2)c(C)cc1Cl (configuration not stated),-2,-4%,4%,-54*,0,-0.2%,-15,18,-2%
CC(=O)Nc1cccc(C(=O)NC2CCCc3c2cnn3-c2ccc(C(C)(C)C)cc2)c1 (configuration not stated),-2,-3%,2%,-24,-1,2.8%,-6,4,8%
COc1ccc(S(=O)(=O)NCCS(=O)(=O)N2CCN(c3ccccc3F)CC2)cc1,-2,-2%,9%,-38*,-4,1.2%,-1,8,7%
O=C(NCCc1nc2ccccc2[nH]1)c1ccc(Br)o1,13,-4%,1%,-9,4,-1.2%,.,2,-19%
Cc1ccc(-n2c(SC3CCOC3=O)nc3ccccc3c2=O)cc1 (configuration not stated),.,.,.,-5,0,5.1%,-4,2,.
CC(CCc1ccccc1)NC(=O)CSc1n[nH]c(-c2ccccc2)n1 (configuration not stated),-32,-3%,5%,-13,-3,2.1%,-3,4,-6%
COC(=O)c1ccc(C(=O)OC)c(NC(=O)COC(=O)c2ccccc2OC)c1,-5,-4%,3%,6,22,1.4%,-1,1,-5%
O=C(CSc1ccc2nnc(-c3ccncc3)n2n1)Nc1ccccc1F,.,-3%,0%,5,-8,14%,-4,2,-5%
CCn1c(=O)c(C(=O)CN2CC(C)OC(C)C2)c(N)n(Cc2ccccc2)c1=O (configuration not stated),4,4%,-3%,-2,2,2.6%,-4,3,-4%
Cc1c(/C(O)=C2/C(=O)C(=O)N(Cc3cccnc3)C2c2cccs2)cnn1-c1ccccc1 (configuration not stated),6,-3%,-9%,-2,11,23%,-3,8,0%
CCOc1ccccc1Nc1ncnc2c1cnn2-c1ccc(C)cc1,-15,-6%,-5%,-41*,0,2.5%,1,-3,4%
COc1ccccc1C(=O)NC(=O)COC(=O)c1cccc(C)c1O,0,-2%,2%,-17,11,2.3%,-6,2,0%
CCCC(O)(CCC)C(=O)NNc1ccc(C)cc1,-31,-5%,4%,5,9,-2.5%,3,2,9%
COC(=O)C1=C(O)/C(=C\c2ccc(OCC(=O)Nc3ccccc3)cc2)N=C1C,-6,-3%,2%,0,3,-0.6%,-1,0,7%
C/C(=N\Nc1ccc2nncn2n1)c1ccc(Br)s1,0,-1%,-3%,-4,1,0.3%,2,-1,0%
Fc1ccc(CSc2nc(NCc3ccccc3)c3ccccc3n2)cc1,?,-6%,2%,21,3,1.2%,2,16,5%
Cc1cccc(/C(N)=N/OC(=O)c2ccccc2Cl)c1,-4,-6%,-3%,3,0,1.4%,4,3,-24%
COc1ccc(Cc2nnc(NC(=O)CSc3ccc(C)cc3)s2)cc1,-17,-4%,0%,19,8,0.6%,5,8,-4%
COc1ccc(C(=O)Nc2cc(OC)c(NC(=O)Nc3ccccc3)cc2OC)cc1,2,-3%,-9%,.,.,.,.,.,0%
Cc1cccc(C(=O)NCCN2CCN(c3ccccc3)CC2)c1,-2,-1%,3%,-13,-22,-2.1%,-7,-1,-24%
Cc1cc(NC(=O)CCC(=O)N(Cc2ccco2)C(C(=O)NC2CCCC2)c2ccccc2C)no1 (configuration not stated),-6,1%,3%,-13,6,-0.2%,-11,2,7%
Cc1ccc(NC(=O)CCC(=O)N/N=C/c2cc([N+](=O)[O-])ccc2O)cc1,14,-3%,-4%,-8,9,-2.3%,-7,0,1%
COC(=O)c1cc(Cl)ccc1NC(=O)Cn1c(C)cc(C)c(C#N)c1=O,.,-1%,-4%,11,23,?,1,1,4%
COc1cccc([C@@H]2Nc3ccc(C(=O)O)cc3[C@@H]3C=CC[C@@H]32)c1OC,-19,-3%,-5%,11,-2,-4.3%,0,2,1%
Cc1ccc(S(=O)(=O)N(Cc2c(F)cccc2Cl)C(=O)N2CCN(C)CC2)cc1,-11,-1%,4%,24,7,-0.4%,-2,0,-18%
CN(C)C(=O)N1CCN(C(=O)c2ccco2)CC1,-2,-1%,0%,-4,12,0.9%,7,-2,0%
CC(=O)Nc1ccc(S(=O)(=O)NC2(c3ccccc3)C(=O)N(C)C(=O)N(C)C2=O)cc1,-3,-6%,0%,.,.,.,.,.,-11%
CCCN(CC(=O)Nc1ccccc1C)C(=O)CCCOc1ccc(Br)cc1,0,-1%,3%,-6,13,0.3%,-10,5,-4%
COc1ccc(/C=C/CN2CCCC(CCC(=O)NCc3ccc(F)c(F)c3)C2)cc1 (configuration not stated),-27,-1%,1%,-21,-15,0.2%,-1,21,-1%
CCC(C(=O)OC)n1cnc2c(cnn2-c2ccc(F)cc2)c1=O (configuration not stated),-18,0%,6%,-15,-2,0.2%,-3,11,4%
CC1CCCCN1C(=O)C1CC(c2ccc(F)cc2)=NO1 (configuration not stated),-2,4%,0%,35,-5,-1.5%,-1,3,0%
CCOC(=O)c1cnn(-c2nc(-c3ccc(C)cc3)cs2)c1C(F)(F)F,18,0%,-11%,-16,-5,1.6%,-1,4,-6%
Cc1ccc2c(Cl)cc(Cl)c(OCC(=O)Nc3cccc(S(N)(=O)=O)c3)c2n1,-24,-2%,-1%,17,0,2.0%,4,4,0%
O=C(O)C(=Cc1cccc([N+](=O)[O-])c1)c1ccc(Cl)cc1,-14,0%,-3%,.,.,.,.,.,-1%
CCn1c(COc2ccccc2OC)nc2ccccc21,16,3%,2%,-11,3,0.1%,-3,2,-3%
CC1CCCCN1C(=O)CN1CCN(S(=O)(=O)c2ccc(Br)cc2Cl)CC1 (configuration not stated),-3,0%,-18%,-1,0,1.5%,4,2,3%
O=c1oc2ccc3ccccc3c2cc1-c1nnc(Nc2cccc(C(F)(F)F)c2)s1,-7,.,.,-2,5,-0.6%,-1,2,.
CC1=NOC(=O)/C1=C\c1ccc(-c2ccc(Cl)c(C(=O)O)c2)o1,6,-3%,2%,0,4,9.4%,-7,1,2%
O=c1[nH]c(=O)c2nc3c4ccccc4c4ccccc4c3nc2[nH]1,10,-3%,-1%,9,-4,3.9%,-3,5,-7%
O=C(/C=C/c1ccnc2ccccc12)c1cccs1,?,-16%,-27%,2,17,1.6%,6,0,1%
CCOc1ccccc1C1C(C(N)=O)=C(C)Nc2nc(-c3cccc(C)c3)nn21 (configuration not stated),8,0%,-1%,-2,3,3.2%,-8,2,1%
O=C(Nc1ccn(CCCN2CCC(N3CCOCC3)CC2)c(=O)n1)OCc1ccccc1,4,-3%,1%,.,.,.,.,.,-8%
C/C(=N/NC(=O)C(=O)N/N=C(/C)c1ccccc1)c1ccccc1,.,.,.,-6,12,-0.1%,-4,3,.
CC(=O)Oc1c(S(=O)(=O)c2ccc(C)cc2)c(C)nn1C(C)(C)C,.,-4%,0%,.,.,0.5%,.,.,3%
COc1ccccc1N1CCN(C(=O)c2ccc3[nH]c(C)c(C)c3c2)CC1,0,-7%,?,13,0,0.4%,-6,2,-10%
Cc1ccc(NC(=O)Nn2cnnc2)cc1,-5,5%,1%,-4,1,1.3%,-5,1,2%
Clc1cccc(NCc2cn3cccnc3n2)c1,-15,0%,-4%,-18,-4,-2.2%,6,1,?
O=C1N(c2ccccc2C(F)(F)F)O[C@]1(c1ccccc1)C1CCCC1,.,0%,-25%,.,2,0.4%,-2,1,0%
COc1ccccc1CNC(=O)COC(=O)CNS(=O)(=O)c1ccc(C)cc1,-14,-5%,-2%,-5,9,-1.1%,6,1,4%
Cc1sc(NC(=O)/C=C/c2ccco2)c(C(=O)OC(C)C)c1C,-15,-2%,-1%,-11,13,-3.9%,-1,2,-2%
Cc1nc2ccccn2c1-c1nnco1,1,-4%,2%,-3,12,5.5%,-2,1,-6%
N#CC(c1ccccc1)C1CCN(Cc2ccccc2)CC1 (configuration not stated),.,-3%,-1%,-17,-18,-0.2%,-7,-1,-10%
Cc1ccc(-c2nc3ccccc3o2)cc1NC(=O)Cc1cccs1,-14,2%,2%,-4,-7,0.1%,-2,3,5%
Cc1cccc2nc(=S)n(C(=O)c3ccco3)n12,-20,12%,0%,-13,3,-0.4%,-7,0,2%
O=C1NC(c2ccccc2)=C(c2ccc3ccccc3n2)C(c2ccc(F)cc2)N1 (configuration not stated),-11,-3%,-10%,13,8,0.5%,6,1,-15%
Nc1nccnc1C(=O)OCC(=O)NC1CCCc2ccccc21 (configuration not stated),1,-3%,-22%,7,-5,-0.4%,-4,-1,-2%

# Some of the entries above, reformatted:
# Values run as follows: RXFP1 antag	GRP78 ERSR act	Vif-A3G inh	D1 antag	D2 PAM	RXFP1 ag	D1 potentiator	D1 agonist	Vif-A3F inh
> COC(=O)C1=C(O)/C(=C\c2ccc(OCC(=O)Nc3ccccc3)cc2)N=C1C
→ -6	-3%	2%	0	3	-0.6%	-1	0	7%
> COc1ccccc1CNC(=O)COC(=O)CNS(=O)(=O)c1ccc(C)cc1
→ -14	-5%	-2%	-5	9	-1.1%	6	1	4%
> Cc1nc2ccccn2c1-c1nnco1
→ 1	-4%	2%	-3	12	5.5%	-2	1	-6%

# An excerpt, so the mix of outcomes need not match the whole.
